# COUP-TFII inh: NR2F2 transcriptional activity inhibitors, primary screen, cell-based, luciferase reporter, HEK293T, luminescence; HEK293T NGFI-A luciferase reporter; inhibition, % at 8.6 µM; 370,000 compounds, 0.7% hits; AID 686940, 2013;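 active means inhibition above a per-plate cutoff, mean inhibition of test wells between control levels plus 3 SD, cut at about 38% in these data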;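 further: cells cotransfected with COUP-TFII expression vector driving the NGFI-A reporter; 0% = median of COUP-TF2 test wells and 100% = reporter-only cells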
# NCOA2 inhibitor: inhibition of GAL4-SRC2 driven luciferase reporter, primary screen, SRC2 inhibitor project, cell-based, luminescence. Nuclear receptor coactivator 2 (Homo sapiens), Q15596. HEK293 GAL4-SRC2 luciferase reporter. inhibition, % at 9 µM. 370,000 compounds, 0.17% hits. AID 651957, 2012;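 active means inhibition above the mean inhibition of all tested compounds plus 3 SD, set per campaign, cut at about 52% in these data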;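 further: 0% = DMSO treated cells and 100% = cells given Gossypol at 36 µM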
# TROY signal inh: inhibitors of TROY-driven NF-kB signaling, primary screen, Q293 LMP1-TROYcd cells, NF-kB luciferase, uHTS; Q293 LMP1-TROYcd NF-kB luciferase reporter, 4 h; inhibition, % at 10 µM; 360,000 compounds, 0.98% hits; AID 1347056, 2019;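 active means compounds whose plate-normalised and pattern-corrected inhibition of the luciferase reporter signal at the single screening dose is 50% or more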
# LRH-1 inv ag: LRH-1 (NR5A2) inverse agonists, primary screen, cell-based, luminescence, HEK293T, StAR-luciferase reporter. Nuclear receptor subfamily 5 group A member 2 (Homo sapiens), O00482. LRH-1 transfected, 24 h. inhibition, % at 3.6 µM. 360,000 compounds, 0.13% hits. AID 602396, 2012;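 active means inhibition above the mean inhibition of all tested compounds plus 3 SD, cut at about 73% in these data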;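 further: 0% = DMSO wells and 100% = reporter-only cells lacking LRH-1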
# NCOA1 inh: SRC1 coactivator transcriptional activity inhibitors, primary screen, cell-based, luminescence; Nuclear receptor coactivator 1 (Homo sapiens), Q15788; HEK293 GAL4-SRC1 luciferase reporter; inhibition, % at 3.6 µM; 360,000 compounds, 0.12% hits;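 active means inhibition above the campaign mean plus 3 SD, with each screening campaign given its own cutoff, cut at about 60% in these data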;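 further: 0% = DMSO treated cells and 100% = gossypol at 36 µM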
# SRC3 inh: SRC3 coactivator transcriptional activity inhibitors, primary screen, cell-based, luminescence; 360,000 compounds, 0.17% hits; Nuclear receptor coactivator 3 (Homo sapiens), Q9Y6Q9; inhibition, % at 3.6 µM; AID 588352, 2011; HEK293 GAL4-SRC3 luciferase reporter;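 active means inhibition above a per-campaign cutoff, the mean of all compounds plus 3 SD, cut at about 60% in these data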;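 further: 0% = DMSO-treated cells and 100% = gossypol-treated cells at 36 µM; higher means less SRC3-driven luciferase light from the GAL4 reporter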
# Target sequence (Q9Y6Q9 whole entry, looked up, the tested form may be a part): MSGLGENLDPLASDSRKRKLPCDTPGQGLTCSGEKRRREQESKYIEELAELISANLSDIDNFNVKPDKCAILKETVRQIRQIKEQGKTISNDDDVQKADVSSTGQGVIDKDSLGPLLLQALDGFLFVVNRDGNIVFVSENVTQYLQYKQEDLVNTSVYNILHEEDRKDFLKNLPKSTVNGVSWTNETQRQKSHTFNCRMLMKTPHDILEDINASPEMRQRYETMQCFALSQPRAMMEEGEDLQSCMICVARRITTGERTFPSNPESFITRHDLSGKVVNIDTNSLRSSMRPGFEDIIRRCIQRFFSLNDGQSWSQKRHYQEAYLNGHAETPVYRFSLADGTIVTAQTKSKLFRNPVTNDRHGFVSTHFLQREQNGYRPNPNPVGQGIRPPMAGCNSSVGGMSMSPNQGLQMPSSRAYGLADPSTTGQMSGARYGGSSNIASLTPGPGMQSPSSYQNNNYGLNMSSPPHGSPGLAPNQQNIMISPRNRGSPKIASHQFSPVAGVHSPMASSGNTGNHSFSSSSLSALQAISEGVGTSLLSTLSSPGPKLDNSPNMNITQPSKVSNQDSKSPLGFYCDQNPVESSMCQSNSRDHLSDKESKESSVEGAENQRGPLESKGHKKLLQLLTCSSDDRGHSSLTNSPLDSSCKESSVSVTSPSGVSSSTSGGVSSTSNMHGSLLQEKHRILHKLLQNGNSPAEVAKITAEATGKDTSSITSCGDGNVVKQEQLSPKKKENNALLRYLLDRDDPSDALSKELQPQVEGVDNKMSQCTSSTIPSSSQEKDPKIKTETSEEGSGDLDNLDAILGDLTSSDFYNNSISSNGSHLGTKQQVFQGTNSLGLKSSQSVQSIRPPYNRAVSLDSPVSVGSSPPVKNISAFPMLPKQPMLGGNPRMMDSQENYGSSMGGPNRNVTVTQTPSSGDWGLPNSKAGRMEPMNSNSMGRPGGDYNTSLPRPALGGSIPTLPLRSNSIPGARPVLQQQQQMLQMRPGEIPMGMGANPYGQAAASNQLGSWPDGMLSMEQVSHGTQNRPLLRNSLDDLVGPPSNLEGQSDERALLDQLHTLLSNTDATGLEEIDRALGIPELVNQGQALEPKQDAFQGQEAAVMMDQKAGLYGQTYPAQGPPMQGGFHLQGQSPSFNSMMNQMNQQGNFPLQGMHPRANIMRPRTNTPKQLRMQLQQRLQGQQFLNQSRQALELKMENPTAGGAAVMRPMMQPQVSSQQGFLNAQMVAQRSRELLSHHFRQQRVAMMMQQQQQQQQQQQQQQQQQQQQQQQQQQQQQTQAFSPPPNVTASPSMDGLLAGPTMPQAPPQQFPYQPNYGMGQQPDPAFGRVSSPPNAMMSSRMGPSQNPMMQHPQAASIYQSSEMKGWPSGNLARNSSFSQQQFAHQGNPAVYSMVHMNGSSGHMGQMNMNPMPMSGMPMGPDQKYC
# CF NFkB block: inhibitors of PAF-induced NF-kB signaling, primary screen, cell-based, GFP fluorescence, uHTS; KKLEB NF-kB-GFP reporter, GFP fluorescence overnight; inhibition, % at 5 µM; 360,000 compounds, 0.86% hits;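 active means at least 50% inhibition at 5 µM, scaled per plate between neutral and stimulator controls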;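 further: PAF is a Pseudomonas aeruginosa culture filtrate used as stimulus; plate controls were PAF-stimulated DMSO wells for no effect and unstimulated DMSO wells for full effect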
# C8 TRAIL sens: viability loss with TRAIL in NB7+C8 cells, primary screen, TRAIL sensitizer project, cell-based, ATPlite luminescence | inhibition (viability loss, TRAIL sensitization), % at 10 µM | 360,000 compounds, 1% hits | AID 624354, 2012;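 active means compounds causing at least 50% loss of cell viability in the single-dose screen, relative to plate controls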
# TWEAK-Fn14 inh: inhibitors of TWEAK-Fn14 signaling, primary screen, luciferase reporter cells, uHTS | TWEAK-stimulated Fn14 reporter cells, luciferase luminescence, 8 h | 360,000 compounds, 2% hits | inhibition, % at 10 µM | AID 1159606, 2016; in the data active means inhibition above about 50%
# KKLEB cytotox: cytotoxicity in KKLEB CF airway cells, primary screen, cytotoxicity control for CF NF-kB inhibitor project, cell-based, uHTS, fluorescence assay plates | AID 602141, 2011 | KKLEB CF airway cells viability, ATPlite luminescence, overnight; active compounds read low; cells stimulated with P. aeruginosa culture filtrate | activity change (cytotoxicity), % at 5 µM | 360,000 compounds, 0.36% hits;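 active means corrected activity change at or below -50% at 5 µM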
# EBV LMP1 NFkB: EBV LMP1-driven NF-kappaB luciferase reporter inhibitors, primary screen, cell-based, luminescence, single point | LMP1-induced NF-kappaB luciferase reporter cells | inhibition, % at 12.5 µM | 350,000 compounds, 0.69% hits | AID 504558, 2011; in the data active means inhibition above about 41%;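 further: 0% = neutral control wells and 100% = reference inhibitor control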
# * = called active by the depositor; · = no result given.
SMILES,COUP-TFII inh,NCOA2 inhibitor,TROY signal inh,LRH-1 inv ag,NCOA1 inh,SRC3 inh,CF NFkB block,C8 TRAIL sens,TWEAK-Fn14 inh,KKLEB cytotox,EBV LMP1 NFkB
CN(C)CC(=O)Nc1ccc(S(N)(=O)=O)cc1,-4,7,9,4,-8,8,-7,12,10,-23,12
COc1ccccc1NC(=O)CSc1nnc(-c2ccncc2)n1CC1CCCO1 (configuration not stated),-5,-19,1,3,4,19,6,7,13,-13,2
CCOc1ccc(CNC(=O)c2ccco2)cc1,-11,-20,7,-9,-8,-7,-7,-6,6,5,-3
Cc1ccc(N2CCN(/N=C/c3ccncc3)CC2)cc1,20,7,4,11,24,6,4,-12,10,-23,-8
Cc1cc(C)n2c(Nc3ccc4c(c3)OCCO4)c(CC(C)C)nc2n1,11,6,31,7,·,·,·,4,15,·,·
O=C(c1ccc2c(c1)OCO2)N1CCCN(C(=O)c2ccc3c(c2)OCO3)CC1,2,-26,·,12,1,-7,4,-6,23,-6,-1
NNC(=O)Cn1nc(-c2ccccc2)c2ccccc2c1=O,-3,-2,6,19,2,0,-2,-10,-41,-1,2
CCOC(=O)C1(CC2CCCCO2)CCN(Cc2cc3ccccc3[nH]2)CC1 (configuration not stated),24,10,18,15,-15,13,-2,-4,41,1,-8
Brc1cccc(/C=N\n2cnnc2)c1,3,-17,-14,5,-5,11,0,1,7,1,6
Cc1ccc(C)c(N(C(=O)c2ccco2)C(C(=O)NC2CCCC2)c2ccco2)c1 (configuration not stated),-1,15,20,18,-1,-4,-10,2,9,10,-7
Cc1ccc(S(=O)(=O)N2CCC(C(=O)NC3CC(C)(C)NC(C)(C)C3)CC2)cc1C,-22,16,13,18,3,8,-12,8,15,-13,-9
NC(=O)Cn1cnc2nc3n(c2c1=O)CCC3,15,3,17,7,-4,-8,4,-7,-10,13,-9
O=S(=O)(c1ccc2c(c1)CCCC2)N1CCNCC1,-6,1,4,1,-6,10,6,-4,18,-5,1
CCC(C)N1CCN(C(=O)c2cc(OC)cc(OC)c2)CC1 (configuration not stated),4,-22,12,0,-6,-12,-10,-2,-8,-6,3
COC(=O)C(C(C)C)N(Cc1cc(OC)cc(OC)c1)S(=O)(=O)CCl (configuration not stated),12,-12,3,7,6,-1,-15,-1,-4,-4,9
CC(OC(=O)c1cccc(O)c1)C(=O)N(C)Cc1ccccc1 (configuration not stated),-2,4,7,-2,-5,9,1,-1,8,-4,2
COc1ccc2cc3c(nc2c1)OCC3,-14,-38,-23,-38,6,-22,20,-3,14,-3,1
CCN(CC(=O)NC1CCS(=O)(=O)C1)c1ccc([N+](=O)[O-])cc1C#N (configuration not stated),-13,-2,-5,13,6,-21,-5,4,-14,3,2
CC(C)C(=O)Nc1cccc(NC(=O)c2cccc(F)c2)c1,5,-1,-9,5,-16,-14,6,2,-27,8,11
Cc1ccnc(NCc2ccccc2O)c1,7,-18,-8,-13,-21,-21,6,-9,2,-4,-7
O=C(COC(=O)[C@H](Cc1ccccc1)NC(=O)c1ccco1)NC(c1ccccc1)c1ccccc1,-2,-11,-6,-1,-7,-9,6,-10,1,6,-2
CN(c1ccccc1)S(=O)(=O)c1cccc(NC(=O)CSc2ncn[nH]2)c1,10,9,10,15,6,-9,8,16,19,15,9
N/C(=N\OC(=O)c1ccc(Br)cc1)c1ccccc1,-40,-58,-7,-31,-91,-59,-6,84*,27,-8,-41
COc1ccc(C(=O)N2CCSCC2)cc1OC1CCN(C(C)=O)CC1,-5,-30,-2,17,-9,10,14,-32,-11,-15,7
Cc1ccc2c(ccn3cc4c(c(=O)n(C)c(=O)n4C)c23)c1,4,3,-32,21,-19,10,-95,1,-42,-19,-16
# Later entries.
SMILES,COUP-TFII inh,NCOA2 inhibitor,TROY signal inh,LRH-1 inv ag,NCOA1 inh,SRC3 inh,CF NFkB block,C8 TRAIL sens,TWEAK-Fn14 inh,KKLEB cytotox,EBV LMP1 NFkB
Cc1cc(=O)[nH]c(SCc2nc3ccc([N+](=O)[O-])cc3[nH]2)n1,-3,-18,5,4,-13,9,-18,-1,0,5,-3
CN(C)c1ccc(/C=C(\C#N)C(=O)Nc2nc3c(s2)CCN(Cc2ccccc2)C3)cc1,23,-35,-10,-5,-31,-6,-63,24,7,-24,-2
CCOP(=O)(c1ccccc1)C1(C#N)CC1 (configuration not stated),12,-22,10,7,-18,9,6,3,1,-1,10
Oc1ccc(Cl)cc1-c1cc(-c2ccco2)[nH]n1,-11,-15,-4,7,-26,0,-13,6,8,2,-9
Cc1ccc(C(CNC(=O)c2ccco2)N2CCN(C)CC2)cc1 (configuration not stated),4,1,-14,6,-34,-4,-11,-13,-2,1,1
CC(=O)C(Sc1nn(C)c(=S)s1)C(=O)Nc1ccccc1 (configuration not stated),-37,-34,-53,-87,-76,-58,1,0,1,-3,-18
O=C(O)/C=C/C(=O)NC1CCCCC1,1,-6,3,2,7,19,12,-2,-12,-3,0
NC(=O)C1CCN(C(=O)c2ccc(C(F)(F)F)cc2)CC1,0,-29,2,-10,5,1,1,0,6,-7,2
Cc1ccc(NC(=O)CSc2nnc3ccccn23)cc1,10,-14,-50,-5,-17,-4,1,-2,-19,-2,-12
CCOc1ccccc1NC(=O)C1CCCN(S(=O)(=O)c2ccc(OC)c(C)c2)C1 (configuration not stated),17,3,10,-6,5,7,2,-11,7,-2,8
Cc1ccccc1NC(=O)NC1(C(=O)N2CCN(C)CC2)CCCCC1,-2,2,-16,6,6,12,9,-17,18,-8,-2
CCCCNS(=O)(=O)c1ccc(Br)cc1N1CCC[C@H]1CO,1,-5,-2,-25,-11,-2,-12,-26,11,6,-2
Cc1ccc(NC(=O)CSCC(=O)Nc2ccccc2N2CCCCC2)cc1,3,8,-9,-8,11,0,-1,8,-4,9,-5
COC(=O)C1=C(C)NC(=O)NC1C1CC=CCC1 (configuration not stated),-17,-7,3,0,-4,10,7,6,-11,5,-2
C#CCNC(=O)C[C@@H]1C[C@@]2(C(=O)OCC)CCC=C2N(Cc2ccc(Cl)cc2Cl)C1=O,1,5,-8,-10,·,·,·,9,0,·,·
CCN(CC)CCNS(=O)(=O)c1ccc(/C=C/C(=O)O)cc1,4,-81,10,-13,10,12,-15,0,-1,6,-11
COCCn1c(-c2ccc(Br)cc2)nc2oc3cc(OC)ccc3c(=O)c2c1=O,-17,-7,-17,-8,-3,15,-25,4,-21,20,·
COc1ccc(-c2coc3c(C(=O)NCc4ccc(C(F)(F)F)cc4)cccc23)c(C)c1,28,1,16,18,-9,-9,12,14,21,-8,·
O=C(COc1ccccc1)Nc1ccncc1Cl,-17,-42,-27,-28,-39,-29,2,18,6,-1,-34
Nc1c(C(=O)c2cccs2)oc2ccccc12,-19,-33,-1,-34,-55,-40,-19,-3,-1,33,-29
Cc1nc(Cc2nnc(SCC(=O)N(C)c3ccccc3)o2)cs1,-7,7,-9,-4,-18,-31,-28,-5,-5,7,-3
COc1ccccc1NC(=S)N(c1ccccc1)C(C)C,3,-1,-8,10,-6,16,-14,-2,0,0,7
CC[C@]12c3[nH]c4ccc(Cl)cc4c3CCN1C(=O)[C@@H](CC(=O)NCCCOC)C[C@@H]2C(=O)N1CCN(C(=O)C2CC2)CC1,-9,14,7,6,4,1,8,4,9,-13,-11
COc1ccc(NC(=O)CSc2nc(N)c(-c3ccccc3)c(=O)[nH]2)cc1,-18,19,-2,44,7,12,-32,-26,-21,4,2
Cc1cc(C)n2c(SCC(=O)N(C)C3CCS(=O)(=O)C3)nnc2n1 (configuration not stated),-2,5,-7,1,3,3,5,4,-12,-2,-6
# Next section.
SMILES,COUP-TFII inh,NCOA2 inhibitor,TROY signal inh,LRH-1 inv ag,NCOA1 inh,SRC3 inh,CF NFkB block,C8 TRAIL sens,TWEAK-Fn14 inh,KKLEB cytotox,EBV LMP1 NFkB
N#C/C(=C\c1ccc(OCc2ccc(C(=O)O)cc2)cc1)C(=O)N1CCOCC1,-64,-52,-63,-229,-173,-88,-10,22,-6,-6,84*
Nc1cc(-c2ccc(Cl)cc2)nn1S(=O)(=O)c1ccc(Cl)cc1,7,-12,4,16,4,-2,33,5,-22,-25,-3
COc1ccc(OC)c(CCNC(=O)CCc2nnc3ccc(N4CCCCC4)nn23)c1,5,1,-13,-2,4,11,-29,-5,-12,8,-4
Cc1cc(CNC(=O)C2CCC(=O)N(CCc3cccc(F)c3)C2)on1 (configuration not stated),-12,-2,-41,-33,12,-39,-24,-13,0,14,6
CCCC(c1c(C)n(C)n(-c2ccccc2)c1=O)c1c(C)n(C)n(-c2ccccc2)c1=O,14,13,-9,12,-61,4,6,-9,16,-2,-2
CC(=O)N1c2ccc(S(=O)(=O)NCC3CCC(C(=O)Nc4cc(C)ccn4)CC3)cc2CC1C (configuration not stated),24,10,30,7,17,14,26,28,56*,-3,-4
OC(c1ccccc1)c1nc(-c2cccc(F)c2)cs1 (configuration not stated),-12,-11,-36,-18,-33,-21,-7,20,3,4,·
CCCN(CCO)Cc1cccc(Oc2ccccc2)c1,-21,5,-24,-3,8,16,14,-8,-3,-6,2
COc1ccc(NC(=O)N(C)C[C@H]2Oc3ccc(NS(=O)(=O)c4ccc(OC)cc4)cc3C(=O)N([C@H](C)CO)C[C@@H]2C)cc1,7,-12,-4,6,-11,-4,-8,-19,-22,0,-4
COc1cc(/C=N/NC(=O)c2cc(-c3c(C)nn(-c4ccccc4)c3C)n[nH]2)ccc1O,-3,-67,10,18,-29,-16,-34,1,-44,-4,0
COc1ccc(Oc2nc3ccccc3nc2C(F)(F)F)cc1,1,-13,-5,-25,5,5,10,0,-7,-2,7
COc1cc(NC(=O)c2ccnn2C)c(OC)cc1Cl,0,3,7,-22,-3,12,-29,-5,2,6,-28
COc1ccc(Cl)cc1Nc1nc(NCCO)nc(N2CCCC2)n1,5,-15,-9,24,-4,6,4,2,17,9,2
O=C(Nc1cccc2ccccc12)OC1C=CS(=O)(=O)C1 (configuration not stated),10,25,-6,29,8,38,12,-5,-3,-15,20
NC(=O)c1ccc[n+]([C@H]2O[C@@H](COP(=O)([O-])OP(=O)(O)OC[C@H]3O[C@@H](n4cnc5c(N)ncnc54)[C@H](O)[C@@H]3O)[C@H](O)[C@@H]2O)c1,·,·,-4,-11,-6,-11,0,11,-24,-6,-1

# Compound activity deposited in PubChem by several laboratories.

# The order is random (roughly 4.2% active in at least one column).
